Screening results as filed in PubChem.
mHTT CaM bind: mHTT-calmodulin interaction abrogation | AID 1671202 | AlphaScreen His-mHTT/GST-CaM binding, luminescence | P42858 | inhibition, % at 15 µM | hit rate 3.6% among 190,000;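 further: 0% = both proteins with DMSO and 100% = one protein alone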
Target sequence (P42858 whole entry, looked up, stated change not applied): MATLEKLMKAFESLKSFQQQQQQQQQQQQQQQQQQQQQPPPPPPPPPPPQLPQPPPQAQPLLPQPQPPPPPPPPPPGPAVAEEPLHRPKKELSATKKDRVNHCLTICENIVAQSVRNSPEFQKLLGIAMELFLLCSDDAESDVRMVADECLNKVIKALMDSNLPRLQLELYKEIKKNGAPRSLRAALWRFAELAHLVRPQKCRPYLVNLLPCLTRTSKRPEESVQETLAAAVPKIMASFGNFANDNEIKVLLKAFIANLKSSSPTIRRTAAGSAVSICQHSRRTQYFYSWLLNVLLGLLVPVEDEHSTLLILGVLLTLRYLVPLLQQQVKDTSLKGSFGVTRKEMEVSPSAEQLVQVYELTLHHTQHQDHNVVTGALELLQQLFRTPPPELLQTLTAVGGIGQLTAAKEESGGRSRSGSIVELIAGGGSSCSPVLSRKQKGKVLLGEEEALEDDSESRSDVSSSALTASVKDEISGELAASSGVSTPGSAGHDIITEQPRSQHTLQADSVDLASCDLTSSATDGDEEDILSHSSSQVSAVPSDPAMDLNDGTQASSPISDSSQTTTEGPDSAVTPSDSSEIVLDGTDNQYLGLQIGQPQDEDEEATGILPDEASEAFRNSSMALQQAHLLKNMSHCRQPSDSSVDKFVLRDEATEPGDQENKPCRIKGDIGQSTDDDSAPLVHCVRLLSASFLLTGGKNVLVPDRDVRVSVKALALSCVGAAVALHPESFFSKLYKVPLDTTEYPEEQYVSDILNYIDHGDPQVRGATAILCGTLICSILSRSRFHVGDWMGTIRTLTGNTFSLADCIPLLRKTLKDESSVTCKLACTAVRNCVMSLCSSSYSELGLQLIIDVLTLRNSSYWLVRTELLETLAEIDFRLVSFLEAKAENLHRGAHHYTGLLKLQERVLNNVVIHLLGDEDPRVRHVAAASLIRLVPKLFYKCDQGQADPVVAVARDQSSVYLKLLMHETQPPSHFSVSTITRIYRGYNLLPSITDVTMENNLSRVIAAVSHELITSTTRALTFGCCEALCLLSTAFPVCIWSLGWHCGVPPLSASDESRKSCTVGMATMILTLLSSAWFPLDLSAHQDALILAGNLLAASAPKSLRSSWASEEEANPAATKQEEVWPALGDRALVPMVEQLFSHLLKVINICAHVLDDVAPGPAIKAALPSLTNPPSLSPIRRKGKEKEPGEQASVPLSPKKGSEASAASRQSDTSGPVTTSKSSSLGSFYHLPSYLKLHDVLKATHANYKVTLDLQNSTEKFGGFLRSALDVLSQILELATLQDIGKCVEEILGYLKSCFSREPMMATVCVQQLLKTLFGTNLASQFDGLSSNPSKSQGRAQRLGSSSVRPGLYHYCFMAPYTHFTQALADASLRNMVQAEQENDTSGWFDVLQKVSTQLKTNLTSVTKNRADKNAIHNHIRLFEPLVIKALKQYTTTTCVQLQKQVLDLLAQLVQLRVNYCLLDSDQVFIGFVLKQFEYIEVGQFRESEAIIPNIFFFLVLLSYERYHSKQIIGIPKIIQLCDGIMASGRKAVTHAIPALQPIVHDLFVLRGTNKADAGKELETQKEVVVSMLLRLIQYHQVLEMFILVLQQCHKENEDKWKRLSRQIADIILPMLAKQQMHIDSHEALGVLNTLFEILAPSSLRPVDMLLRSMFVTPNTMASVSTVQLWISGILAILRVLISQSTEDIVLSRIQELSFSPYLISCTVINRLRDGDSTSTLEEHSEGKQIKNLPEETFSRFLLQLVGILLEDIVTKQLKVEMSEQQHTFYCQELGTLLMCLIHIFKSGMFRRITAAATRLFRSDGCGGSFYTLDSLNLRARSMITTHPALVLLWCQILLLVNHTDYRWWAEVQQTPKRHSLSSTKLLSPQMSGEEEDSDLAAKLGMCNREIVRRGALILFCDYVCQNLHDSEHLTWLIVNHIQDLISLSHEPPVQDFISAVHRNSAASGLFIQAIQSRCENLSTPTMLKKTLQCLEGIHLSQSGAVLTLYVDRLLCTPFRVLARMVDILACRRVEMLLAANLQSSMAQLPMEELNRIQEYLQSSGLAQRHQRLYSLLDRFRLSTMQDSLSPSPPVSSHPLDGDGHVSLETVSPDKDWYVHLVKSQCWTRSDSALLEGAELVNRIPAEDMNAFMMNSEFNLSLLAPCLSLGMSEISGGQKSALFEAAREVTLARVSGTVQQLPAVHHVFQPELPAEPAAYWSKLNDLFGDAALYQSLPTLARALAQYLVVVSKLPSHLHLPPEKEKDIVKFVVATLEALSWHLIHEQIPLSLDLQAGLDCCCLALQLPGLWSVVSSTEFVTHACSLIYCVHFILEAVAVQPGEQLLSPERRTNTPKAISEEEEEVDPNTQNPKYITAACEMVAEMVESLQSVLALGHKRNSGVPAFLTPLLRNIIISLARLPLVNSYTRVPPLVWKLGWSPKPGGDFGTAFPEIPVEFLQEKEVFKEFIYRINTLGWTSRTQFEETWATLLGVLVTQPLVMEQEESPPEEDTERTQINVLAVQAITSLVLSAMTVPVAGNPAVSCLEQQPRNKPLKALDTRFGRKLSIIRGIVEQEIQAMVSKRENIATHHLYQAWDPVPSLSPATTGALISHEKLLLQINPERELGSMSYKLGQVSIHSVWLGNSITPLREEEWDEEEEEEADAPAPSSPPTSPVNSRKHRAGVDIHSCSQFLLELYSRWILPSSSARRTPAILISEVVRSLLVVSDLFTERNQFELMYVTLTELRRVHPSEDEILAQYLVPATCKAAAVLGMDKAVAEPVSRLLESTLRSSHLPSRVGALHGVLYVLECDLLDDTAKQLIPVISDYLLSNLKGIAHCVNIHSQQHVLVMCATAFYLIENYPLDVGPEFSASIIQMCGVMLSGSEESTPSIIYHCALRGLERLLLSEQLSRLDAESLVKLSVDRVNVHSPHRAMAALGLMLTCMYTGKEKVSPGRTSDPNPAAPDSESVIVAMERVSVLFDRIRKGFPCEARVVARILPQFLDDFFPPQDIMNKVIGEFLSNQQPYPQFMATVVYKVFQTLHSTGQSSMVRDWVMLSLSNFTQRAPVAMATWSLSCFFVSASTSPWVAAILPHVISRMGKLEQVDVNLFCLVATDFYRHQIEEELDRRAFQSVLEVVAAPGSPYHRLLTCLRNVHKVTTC
Pf apPOL inh: Pf-apPOL DNA polymerase inhibition | hit rate 0.25% among 210,000 | AID 1794808 | Recombinant Pf-apPOL, molecular beacon fluorescence, 1.5 h | inhibition, % at 10 µM
* hit, by the source's call; / = no result given; & = joins results of further samples. No stated cut-off is given here; in the data, active means inhibition above about 50%; inactive means the rest. Only part of the results is shown (hit frequency here may not be typical).

SMILES	mHTT CaM bind	Pf apPOL inh
O=C(Nc1c2c(nc3c1CCC3)CCCC2)C1CCCCC1	4	2
CC(=O)N1CCN(c2nc3c(s2)CC(C(=O)NCCCc2ccccc2)CC3)CC1 (centres undefined)	40	-1
FC(F)(F)c1ccc(C=NNc2nccc(C(F)(F)F)n2)cc1	/	-16
Cc1ccc(SCC(=O)N2CCCC2)cc1	3	-6
O=C(c1ccccn1)N1CCCn2cc(-c3ccccc3)nc21	14	-5
CC(=O)N1c2ccc(S(=O)(=O)N(C)c3cc(C)ccc3C)cc2CC1C (centres undefined)	16	7
CC(C)NC(=O)c1ccc(OCC2CCCN2C(=O)c2ccccc2Cl)cc1 (centres undefined)	4	-1
COc1ccc(-c2csc(Nc3cccc(O)c3)n2)cc1	89*	-5
O=C(Cc1ccsc1)NC1CCN(c2nnc3ccc(Cl)cn23)CC1	-4	-1
Cc1cc(C)c2c(=O)cc(C(F)F)oc2c1	-6	2
Cc1nn(-c2ccc([N+](=O)[O-])cc2)c(C)c1NC(=O)c1ccccc1	8	-13
C#CCNC(=O)C1COC2(CCC(C)CC2)N1C(=O)c1cccc(OC)c1 (centres undefined)	5	-5
CC(=O)NC1=NN(C(C)=O)C(C)(c2ccc3c(c2)OCO3)S1 (centres undefined)	2	5
O=c1[nH]c(/C=C/c2ccccc2O)c([N+](=O)[O-])c(=O)[nH]1	4	-3
CC12CCC3(CC1CCC1C2CCC2(C)C1CCC2(O)C#N)OCCO3 (centres undefined)	1	1
Cc1cc(OC(=O)C(C)C)cc2c1C(=O)C(=Cc1ccncc1)O2	31	-2
CC(C)C(=O)Nc1cccc(NC(=O)c2cccc(COc3ccccc3)c2)c1	5	-3
COc1cccc(NC(=O)C2CC(=O)N(c3ccccc3)C2)c1 (centres undefined)	0	-7
COc1ccc(/C=C/C(=O)Nc2c3c(nn2-c2ccc([N+](=O)[O-])cc2)CSC3)cc1OC	45	-6
COc1ccc(NC(=O)C2CC(=O)NC(Nc3nc(C)c4ccccc4n3)=N2)cc1 (centres undefined)	33	-13

One compound at a time (already shown):
O=c1[nH]c(/C=C/c2ccccc2O)c([N+](=O)[O-])c(=O)[nH]1 in the list: mHTT CaM bind: 4; Pf apPOL inh: -3
COc1ccc(/C=C/C(=O)Nc2c3c(nn2-c2ccc([N+](=O)[O-])cc2)CSC3)cc1OC in the list: mHTT CaM bind: 45; Pf apPOL inh: -6

Remaining list, next part
SMILES	mHTT CaM bind	Pf apPOL inh
O=C(NCCc1ccccc1)c1cccc(NC(=O)C2CCCCC2)c1	-14	-2
Cc1cccc(C(=O)N2CCCC(C(=O)Nc3cccc(C(F)(F)F)c3)C2)c1 (centres undefined)	27	-5
COc1cc(NC(=O)c2ccncc2)c(OC)cc1Cl	-1	-9
O=C(COc1ccc2c(c1)OCO2)Nc1ccc(F)cc1	8	-2
O=C1CSC(c2ccc([N+](=O)[O-])cc2)N1c1cc(F)ccc1Cl (centres undefined)	1	-8
O=C(Cn1cnc2c(oc3ccccc32)c1=O)Nc1ccccc1Cl	3	3
COCCN=C1Nc2ccccc2CNC12CCN(C(=O)c1ccsc1)C2 (centres undefined)	15	-2
COc1cc(C2C(=O)N(C3CCCCC3)CC(=O)N2Cc2ccco2)ccc1OC(C)C (centres undefined)	2	-19
O=C(Nc1ccc(N2CCN(C(=O)c3ccccc3)CC2)cc1)c1ccc(Cl)cc1Cl	-3	-7
COC(=O)c1ccc(C=Cc2cccc(Cl)c2)s1	/	-3

Reformatted: four of the compounds above.
COc1cc(NC(=O)c2ccncc2)c(OC)cc1Cl
  mHTT CaM bind: -1
  Pf apPOL inh: -9

COCCN=C1Nc2ccccc2CNC12CCN(C(=O)c1ccsc1)C2 (centres undefined)
  mHTT CaM bind: 15
  Pf apPOL inh: -2

O=C(Cn1cnc2c(oc3ccccc32)c1=O)Nc1ccccc1Cl
  mHTT CaM bind: 3
  Pf apPOL inh: 3

O=C(COc1ccc2c(c1)OCO2)Nc1ccc(F)cc1
  mHTT CaM bind: 8
  Pf apPOL inh: -2

Remaining list, next part.
SMILES	mHTT CaM bind	Pf apPOL inh
O=C1C2C3C=CC(C3)C2C(=O)N1CNc1ccccc1Cl (centres undefined)	-5	-4
O=C(O)CC1(CC(=O)Nc2cccc3nsnc23)CCCCC1	/	-6
COc1ccc(CNC(=O)CCc2conc2-c2ccc(F)cc2)cc1	-4	0
CCn1ncc(Cl)c1C(=O)N1CCCC1c1ccccc1C (centres undefined)	2	6
COc1ccc(OC)c(C2=NOC(C(=O)N(C)Cc3ccccc3)C2)c1 (centres undefined)	0	-3
Cc1cc(N2C(=O)c3ccc(S(=O)(=O)c4ccc(C(=O)O)cc4)cc3C2=O)ccc1[N+](=O)[O-]	3	3
COC(=O)c1c(C)oc2cc(Br)c(O)cc12	-4	-5
O=C(c1cc(Cl)sc1Cl)N1CCN(c2nc3ccc([N+](=O)[O-])cc3s2)CC1	3	-4
Cc1ccc(NC(=O)CN2C(=O)C3(OCCCO3)c3ccccc32)cc1Cl	31	-14
O=C(CCCO)NCCc1nc2ccccc2[nH]1	-13	-11
CCNC(=O)N(C)CC(=O)N1N=C(c2ccc(C)c(C)c2)CC1c1ccc(C)cc1 (centres undefined)	73*	2
Cc1ccc(S(=O)(=O)n2cnc3ccccc32)cc1	-4	-12
Cc1c(Cl)cccc1NC(=O)Cn1cnc([N+](=O)[O-])n1	-2	5
Cc1cc(C)cc(C(=O)N2CCC3(CC2)NC(=O)c2cc(Cl)ccc2N3C)c1	2	-4
Cc1[nH]nc2c1C(c1ccc(C(F)(F)F)cc1)CC(=O)N2 (centres undefined)	1	-4
Cc1[nH]c2ccccc2c1SCCNC(=O)Cc1ccc(F)cc1	25&5	-7&-8
CC1CCN(Cc2ccc(C(=O)NCC3CCCO3)cc2)CC1 (centres undefined)	8	-4
COc1ccc(C2=N/C(=C\c3ccccc3Cl)C(=O)O2)cc1[N+](=O)[O-]	3	1
OCCn1c(SCc2ccccc2)nc2ccccc21	-1	0
Cc1c(CCC(C)C)c(-n2ccnc2)n2c(nc3ccccc32)c1C#N	5	4
COc1ccc(SCCc2ccccn2)cc1	-19	-11
CCOc1ccc(-n2c(SCC(=O)NCc3ccc(F)cc3)nc3c(c2=O)SCC3)cc1	3	-1
COc1cc(/C=C2/C(=O)N(c3ccccc3)N=C2C)ccc1OCc1ccccc1	10	-3
COc1ccccc1C1CCN(Cc2c[nH]c3ccccc23)CC1	/	-12
Fc1ccc(Nc2ncc3c(n2)CCN(Cc2ccccc2)C3)cc1	-7	-6
Cc1ccc(NC(=O)N2CC(c3nc(C)no3)C3(CCOCC3)C2)c(C)c1 (centres undefined)	0	-8
CSc1ccc(C2C(C#N)=C(N)N3C(=C2C#N)Sc2ccccc23)cc1 (centres undefined)	-7	/
C=CCc1cc(OC)ccc1OCCOCCn1ccnc1	4	-1
O=C(CN1CCCCC1c1nc(-c2ccc(F)cc2)no1)NC1CCCCC1 (centres undefined)	24	1
COc1cccc(C(=O)NC(c2ccco2)c2cc(Cl)c3cccnc3c2O)c1 (centres undefined)	80*	1

2 records drawn at random from the list so far, as already listed:
SMILES	mHTT CaM bind	Pf apPOL inh
CSc1ccc(C2C(C#N)=C(N)N3C(=C2C#N)Sc2ccccc23)cc1 (centres undefined)	-7	/
COc1ccc(SCCc2ccccn2)cc1	-19	-11

Next records follow:
SMILES	mHTT CaM bind	Pf apPOL inh
O=C(Cn1c(=O)c(S(=O)(=O)c2ccccc2)cc2ccccc21)N1CCCC1	-2	-2
CNC(=O)C1CC(=O)N(c2ccc(C)cc2)C1 (centres undefined)	-4&0	-1&-6
Cc1cccc(OCC(=O)Nc2ccc3c(c2)OCO3)c1	9	-4
CC1CCCC2(C1)OCC(C(=O)NCc1ccccc1)N2C(=O)c1ccccc1F (centres undefined)	11	2
CC(=O)NC(c1ccccc1C)c1ccc2cccnc2c1O (centres undefined)	100*	14
COc1ccc(I)cc1S(=O)(=O)n1nnc2ccccc21	89*	-11
COc1ccc(C=C2C(=O)OC3(CCCCC3)OC2=O)c(OC)c1OC	5	-1
COc1cc(C(=O)N2CCN(Cc3cccc(Cl)c3)CC2)cc(OC)c1OC	8	-1
CSCCC(NS(=O)(=O)c1cccc(C(F)(F)F)c1)C(=O)O (centres undefined)	-2	-1
Cc1nn2c(=O)/c(=C/c3ccccc3[N+](=O)[O-])sc2nc1=O	14	-3
Cc1cc(OC(=O)CC(c2ccccc2)c2ccccc2)c([N+](=O)[O-])c(=O)[nH]1	-7	-4
COc1ccc2cc3cc(C(=O)N(C)Cc4ccccc4)sc3nc2c1	-1	0
C=CCNC(=O)C1CCCN(c2ncnc3c2oc2ccccc23)C1 (centres undefined)	2	-1
COc1ccc(C2=CSC(N=Cc3ccc(F)cc3)=NN2)cc1	32	-3
Cn1c(=N)n(N)c2ccccc21	-2	0
COC(=O)CNC(=O)N1CCCC1c1cccc(F)c1 (centres undefined)	1	-5
C=CCNC(=O)/C(=C\c1ccc2c(c1)OCO2)NC(=O)c1ccccc1OC	-1	21
O=C(CCC1CCCCC1)Nc1ccc([N+](=O)[O-])cc1	-5	-2
O=C(CCCNC(=O)c1c(F)cccc1F)Nc1cccc2cccnc12	-12	-5
Cc1cc(C)cc(-n2ccnc2SCC(=O)Nc2nnc(C)s2)c1	-11	5
CC1CCN(C(=O)Cc2nn(C)c(=O)c3ccccc23)CC1	0	4
Cc1ccc(N2C(=O)N(Cc3ccccc3)S(=O)(=O)c3cccnc32)cc1F	-12	-4
Cn1c2c(c(=O)c3ccccc31)CC(O)C(C)(C)O2 (centres undefined)	/	-16
Cc1nn(C)c2c(=O)n(C(C)C(=O)NCc3cccc(Cl)c3)ccc12 (centres undefined)	-8	-2
O=C1c2ccccc2C(=O)N1CCC(=O)N1c2ccccc2Sc2ccccc21	0	-4
CC(C)Cn1ccnc(N2CCOCC2)c1=O	6	-8
Cc1ccc(F)cc1NC(=O)Cn1cnc(C)c(C)c1=O	-7	-3
CCC(=O)N1CCc2cc(Br)cc(S(=O)(=O)NCCCN3CCC(C)CC3)c21	-2	0
CC(C)NC(=O)c1ccc(Cn2cncn2)cc1	0	1
CCOc1cccc(C2CC(c3ccc(Cl)cc3)=NC3(CCN(C)CC3)N2)c1O (centres undefined)	30	6
O=C(CSCc1ccc(Cl)cc1)Nc1ccc(F)cc1F	-23	-22
COc1cccc(C(=O)N2CCC(c3cnn(-c4ccccc4)c3)CC2)c1	0	-6
Cc1ccc(C)c(NC(=O)c2ccc(-c3nc4cccnc4n(C)c3=O)cc2)c1	-3	-4
CCCc1[nH]nc2c1C(c1ccccc1F)C(C#N)=C(N)O2 (centres undefined)	1	-7
Cc1nc2ccccc2n1CC1CCN(CC(=O)Nc2ccc3c(c2)OCCO3)CC1	-8	-9
Cc1ccccc1C(c1c(C)[nH][nH]c1=O)C(C#N)C#N (centres undefined)	-4	-7
Cc1ccc(C(=O)Nc2ccc3c(c2)C(=O)N(C)C3=O)cc1Cl	0	-4
Cc1ccc(NC(=O)C(=O)NCCO)cc1	-1	-8
Cc1ccccc1CNC(=O)C1(C)CCCN(C(=O)c2ccco2)C1 (centres undefined)	0	-2
COc1ccc(C(=O)c2cnc(C(C)C)n2C)cc1	3	-5
CC1(c2ccccc2)CC(c2ccccc2)=Nc2ccccc2N1 (centres undefined)	17	0
O=[N+]([O-])c1ccc(O)c(CNc2ccc(F)c(Cl)c2)c1	34	2
Cc1c(NC(=O)c2ccc([N+](=O)[O-])cc2Cl)cccc1-c1nc2cc(Cl)ccc2o1	1	11
Cc1ccc(CN(C)C2CCN(C)CC2)o1	-1	-2
COc1ccc2c(c1)C(C)=CC(C)(C)N2C(=O)CSc1ccccn1	-4	2
O=C(CCc1ccc2cc[nH]c2c1)NCc1ccc(F)cc1	13	-3
O=C(C1=C(O)C(=O)N(c2ncccn2)C1c1cccc(Br)c1)c1ccco1 (centres undefined)	33	-2
CC1(C(=O)NN)CC1(C)C(=O)NN (centres undefined)	/	-8
Cc1cc2c(c(=O)[nH]1)C(=O)O/C2=C\c1c(C)[nH]c(C#N)c1C	12	-2
O=C(NCc1csc(C2CCCN(C(=O)c3cccc(F)c3)C2)n1)C1CC1 (centres undefined)	2	-6

The list continues:
SMILES	mHTT CaM bind	Pf apPOL inh
N#Cc1c(C(F)(F)F)cc(=O)n2c1[nH]c1ccccc12	-6	3
COc1ccccc1NC(=O)N1CCC(c2cc(N)on2)CC1	-5	-1
Cc1ccccc1CSC1=NCCN1C(=O)Cc1ccc(F)cc1	-11	0
CCCC(=O)Nc1ccc(-n2c(C)nc3ccccc3c2=O)cc1	-2	2
